UBC13 polyUb: inhibitors of human UBC13 polyubiquitin chain formation | inhibition, % at 20 µM | AID 485273 | TR-FRET | hit rate 0.47% among 330,000 | P61088; in the data active means inhibition above about 45%, passing the limit was not always enough
Target sequence (P61088 whole entry, looked up): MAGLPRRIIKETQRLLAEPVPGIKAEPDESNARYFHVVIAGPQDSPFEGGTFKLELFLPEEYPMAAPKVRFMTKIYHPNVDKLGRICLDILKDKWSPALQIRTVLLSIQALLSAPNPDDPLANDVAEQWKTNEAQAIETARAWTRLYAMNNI
CCR6 antagonist: antagonists of human CCR6 receptor; P51684; CHO-K1 CCR6 PathHunter beta-arrestin, luminescence, CCL20-stimulated; inhibition, % at 20 µM; hit rate 0.49% among 340,000;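 active means compounds whose inhibition of the agonist-driven luminescence signal at 20 µM reaches about 50%, limit read from the data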;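 further: cells stimulated with CCL20 at 14 nM final; plate controls were DMSO with CCL20 for no effect and DMSO without agonist for full effect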
Gli-Sufu antag: antagonists of Gli-Sufu signaling | hit rate 0.74% among 340,000 | AID 588413 | Sufu-KO-LIGHT fibroblasts, Gli luciferase reporter luminescence | inhibition, % at 5 µM;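 active means inhibition above about 55%, limit read from the data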;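 further: 0% = DMSO-treated cells and 100% = wells with medium but no cells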
697 NFkB inh: lowers PMA/ionomycin-induced NF-kB signal in 697 B cells; 697 B-cell NF-kB luciferase reporter, 16 h; AID 435022; inhibition, % at 4 µM; hit rate 0.33% among 330,000; in the data active means inhibition above about 35%
Jurkat NFkB inh: inhibitors of the PMA/ionomycin-induced NF-kB reporter in Jurkat cells. PMA/ionomycin-induced NF-kB luciferase reporter, luminescence. inhibition, % at 4 µM. hit rate 0.53% among 330,000. AID 435003; in the data active means inhibition above about 50%
APJ antag: APJ receptor antagonism | CHO-K1 APJ beta-arrestin complementation, luminescence | hit rate 0.32% among 330,000 | inhibition, % at 20 µM;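 active means inhibition above about 40% at 20 µM, limit read from the data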;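 further: cells challenged with 10 nM apelin-13 agonist together with compound; plate controls were apelin-13 plus DMSO wells for no effect and DMSO wells lacking apelin-13 for full effect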
Target sequence (P35414 whole entry, looked up): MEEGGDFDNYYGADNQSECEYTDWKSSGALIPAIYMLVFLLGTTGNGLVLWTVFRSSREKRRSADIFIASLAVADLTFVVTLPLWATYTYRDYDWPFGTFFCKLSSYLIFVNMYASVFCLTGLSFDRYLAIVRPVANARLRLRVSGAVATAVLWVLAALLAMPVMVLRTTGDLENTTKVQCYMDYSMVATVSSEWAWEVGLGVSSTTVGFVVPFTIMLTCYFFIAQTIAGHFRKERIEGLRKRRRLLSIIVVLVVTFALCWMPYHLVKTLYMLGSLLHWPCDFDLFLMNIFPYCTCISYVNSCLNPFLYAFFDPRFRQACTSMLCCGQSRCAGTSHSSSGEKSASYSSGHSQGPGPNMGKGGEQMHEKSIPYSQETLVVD
EBI2 antag: EBI2 (human) antagonism | P32249 | EBI2 beta-arrestin recruitment, luminescence, 7a,25-OHC stimulated | inhibition, % at 5 µM | hit rate 0.81% among 360,000; in the data active means inhibition above about 38%;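 further: enzyme fragment complementation signal reports receptor beta-arrestin coupling in cells; 0% = agonist plus DMSO wells and 100% = wells without agonist; some results beyond the cut were filed as inactive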
CXCR6 block: blocks human CXCR6 beta-arrestin recruitment; CHO-K1 PathHunter CXCR6 beta-arrestin, luminescence; inhibition, % at 20 µM; hit rate 0.36% among 360,000; AID 602244; in the data active means inhibition above about 34%, passing the limit was not always enough;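 further: antagonist mode with CXCL16 agonist at 10 nM final; 0% = 10 nM CXCL16 with DMSO and 100% = unstimulated wells without agonist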
Target sequence (O00574 whole entry, looked up): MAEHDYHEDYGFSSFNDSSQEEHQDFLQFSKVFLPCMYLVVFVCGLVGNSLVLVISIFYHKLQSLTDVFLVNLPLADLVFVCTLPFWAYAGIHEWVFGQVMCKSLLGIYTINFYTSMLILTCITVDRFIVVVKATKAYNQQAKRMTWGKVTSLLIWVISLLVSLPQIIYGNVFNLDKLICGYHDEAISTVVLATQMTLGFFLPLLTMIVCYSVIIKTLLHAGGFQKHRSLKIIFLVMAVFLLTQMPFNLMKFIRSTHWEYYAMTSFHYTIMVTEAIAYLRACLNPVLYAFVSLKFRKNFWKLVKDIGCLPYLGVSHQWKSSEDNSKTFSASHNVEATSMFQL
Starred values were filed as active, the others as inactive; / = no result given.

Keys – A = UBC13 polyUb; B = CCR6 antagonist; C = Gli-Sufu antag; D = 697 NFkB inh; E = Jurkat NFkB inh; F = APJ antag; G = EBI2 antag; H = CXCR6 block
[1] O=C(N/N=C/c1cccc(O)c1)c1ccc(COc2ccc3c(c2)CCC3)o1
  A: -5 | B: 16 | C: -70 | D: -91 | E: -8 | F: -17 | G: 11 | H: -7
[2] COc1ccc(CN2C(=O)c3ccccc3C(/C=N\OCc3ccc(F)cc3)C2=O)cc1 (stereo not drawn)
  A: -33 | B: -3 | C: 1 | D: 14 | E: 4 | F: -12 | G: 4 | H: 2
[3] CCN(CC)CCNC(=O)C1c2cc(OC)c(OC)cc2C(=O)N2CCc3ccccc3C12 (stereo not drawn)
  A: -8 | B: 4 | C: -3 | D: -23 | E: -9 | F: 3 | G: -8 | H: 0
[4] COc1ccccc1NC(=O)c1oc2ccccc2c1NC(=O)c1ccco1
  A: 21 | B: -6 | C: 8 | D: -11 | E: 6 | F: -34 | G: -26 | H: 2
[5] O=S(=O)(N1CCOCC1)N1CCOCC1
  A: 2 | B: -5 | C: -1 | D: 2 | E: 2 | F: -7 | G: -8 | H: 2
[6] COc1cccc(CN2CCN(Cc3cccc(Oc4ccccc4)c3)CC2)c1OC
  A: -3 | B: 19 | C: 16 | D: 1 | E: 8 | F: -6 | G: 2 | H: 6
[7] CCO[C@H]1OC(C(=O)N2CCN(C)CC2)=C[C@@H](c2ccc3c(c2)OCO3)[C@@H]1CCCO
  A: 1 | B: 16 | C: -11 | D: 22 | E: 9 | F: -1 | G: -1 | H: -3
[8] CCCn1c(O)c(N=N)c2ccccc21
  A: 8 | B: -8 | C: 12 | D: 0 | E: -8 | F: -17 | G: 3 | H: -12
[9] CCN(CCNC(=O)C1CCCN(c2ncnc3c2nc2n3CCCCC2)C1)Cc1ccccc1 (stereo not drawn)
  A: 25 | B: 22 | C: 21 | D: -42 | E: -11 | F: 9 | G: -8 | H: -7
[10] N#CC1=C(c2ccc(-c3ccccc3)cc2)COC1=O
  A: -13 | B: 17 | C: 0 | D: -3 | E: 1 | F: -5 | G: -3 | H: 3
[11] COc1cc(CCC(=O)OCC(N)=O)cc(OC)c1OC
  A: -20 | B: 4 | C: 1 | D: -9 | E: -8 | F: -22 | G: 1 | H: 5
[12] COC(=O)CC1SC(=O)NC1=Nc1ccc(O)cc1 (stereo not drawn)
  A: 5 | B: -11 | C: -9 | D: 17 | E: -2 | F: 16 | G: 2 | H: 7
[13] CC/C(=N/Nc1ccccc1C)c1cnnc(SC)n1
  A: -16 | B: 4 | C: 0 | D: -12 | E: 3 | F: 10 | G: -16 | H: 4
[14] CC(C)(C)NC(=O)c1cc(C(C)(C)C)c(O)c(C(C)(C)C)c1
  A: -1 | B: 0 | C: -2 | D: -30 | E: 15 | F: 16 | G: 4 | H: 1
[15] COCc1c(C#N)c(NCc2cc(OC)c(OC)c(OC)c2)nc(C)c1[N+](=O)[O-]
  A: -3 | B: 9 | C: 10 | D: -42 | E: -3 | F: 9 | G: 3 | H: 2
[16] CCOC(=O)c1c(NC(=O)CSc2nccc(=O)[nH]2)sc(C)c1C
  A: -10 | B: 2 | C: -6 | D: -10 | E: 3 | F: 11 | G: 7 | H: -3
[17] COc1ccccc1NC(=O)C1CC(O)CN1C(=O)Oc1ccccc1 (stereo not drawn)
  A: 11 | B: 6 | C: -26 | D: 0 | E: -8 | F: 16 | G: -9 | H: -7
[18] CCCCc1ccc(NC(=O)CSC2=C(C#N)C(c3ccco3)C3=C(CCCC3=O)N2)cc1 (stereo not drawn)
  A: 5 | B: 0 | C: 15 | D: -32 | E: -16 | F: -10 | G: -3 | H: -2
[19] COCCN(C(=S)Nc1cc(C)ccc1C)C(C)c1cccnc1 (stereo not drawn)
  A: 8 | B: -1 | C: -25 | D: 6 | E: 1 | F: 15 | G: -9 | H: 2
[20] COc1cccc(C2/C(=C(/O)c3ccc4c(c3)CC(C)O4)C(=O)C(=O)N2c2nnc(C)s2)c1 (stereo not drawn)
  A: -12 | B: 3 | C: -3 | D: 1 | E: 6 | F: 3 | G: -6 | H: 12
[21] COc1cc(C2C(C#N)=C(N)OC3=C2C(=O)CCC3)ccc1OC(=O)N1CCOCC1 (stereo not drawn)
  A: -4 | B: 0 | C: 0 | D: -2 | E: -15 | F: -13 | G: -10 | H: 7
[22] CC(C)(C)c1ccc(C(=O)N2CCN(CCNC(=O)C(=O)NCc3ccc(Cl)cc3)CC2)cc1
  A: 3 | B: 3 | C: 16 | D: -6 | E: 13 | F: 0 | G: 27 | H: 5
[23] CC(C)(CO)NCc1c(OCc2ccc(Cl)cc2)ccc2ccccc12
  A: 11 | B: 0 | C: 16 | D: -14 | E: -9 | F: 21 | G: -10 | H: 0
[24] CC(=O)NC(c1ccc2ccccc2c1)c1ccc2cccnc2c1O (stereo not drawn)
  A: -2 | B: 16 | C: 92* | D: -12 | E: 57* | F: -9 | G: 3 | H: 0
[25] CCOc1cc(N2CCOCC2)c(OCC)cc1NC(=O)CC12CC3CC(CC(C3)C1)C2
  A: 6 | B: 3 | C: 1 | D: -28 | E: -14 | F: 12 | G: -4 | H: -9
[26] CC(=O)Nc1ccc(NC(=O)c2ccccc2CC[N+](=O)[O-])cc1
  A: 26 | B: -3 | C: 4 | D: 21 | E: 13 | F: 2 | G: 5 | H: 0
[27] COc1ccc(C(=O)N/N=c2\oc3ccccc3cc2C(=O)NCc2ccccc2)cc1
  A: 0 | B: 1 | C: -1 | D: 17 | E: 10 | F: -2 | G: 15 | H: 13
[28] CC(C)c1ccc(NC(=O)COC(=O)[C@H](CCC(N)=O)NC(=O)c2ccc(F)cc2)cc1
  A: -5 | B: -9 | C: -4 | D: -6 | E: -4 | F: 16 | G: 0 | H: -6
[29] C/C(=C\C(=O)c1ccc(C)o1)Nc1ccc2c(c1)OCO2
  A: -12 | B: 6 | C: -63 | D: -19 | E: -31 | F: -2 | G: -3 | H: -1
[30] COc1ccc(-c2cc(=O)oc3cc(OC(C)C(=O)NC4CC4)ccc23)cc1 (stereo not drawn)
  A: 10 | B: 5 | C: 10 | D: 22 | E: 5 | F: -36 | G: 5 | H: 8
[31] CC(C)NCc1nnc(-c2ccc(Cl)cc2)o1
  A: -6 | B: 9 | C: -10 | D: 14 | E: -8 | F: 20 | G: 2 | H: 7
[32] CCc1ccc(OC(C)C(=O)Nc2ccc(S(=O)(=O)Nc3cc(C)on3)cc2)cc1 (stereo not drawn)
  A: -6 | B: 15 | C: 32 | D: 8 | E: -10 | F: -18 | G: -9 | H: 6
[33] COCCn1c(=NC(=O)c2ccco2)sc2cc(C(=O)OC)ccc21
  A: 6 | B: 16 | C: -3 | D: -6 | E: 3 | F: -10 | G: 4 | H: 2
[34] O=C(c1ccco1)N1CCc2ccccc21
  A: 1 | B: 4 | C: -43 | D: -29 | E: -27 | F: 6 | G: -10 | H: 2
[35] CCS(=O)(=O)N1Cc2ccccc2CC1C(=O)NCCc1c[nH]c2ccccc12 (stereo not drawn)
  A: -8 | B: 5 | C: -23 | D: 19 | E: -9 | F: 0 | G: 44* | H: 16
[36] O=C1CC2(CCN(C(=O)c3c(F)cccc3F)CC2)Oc2ccccc21
  A: -3 | B: 8 | C: 8 | D: -41 | E: -2 | F: 11 | G: -7 | H: 4
[37] CN(C)c1ccc(/C=N/n2cnn(Cc3ccccc3Cl)c2=S)cc1
  A: 1 | B: 22 | C: -17 | D: 1 | E: -4 | F: 13 | G: -2 | H: -10
[38] CC(=O)Nc1cccc(Oc2ncnc3scc(-c4ccc(C)cc4)c23)c1
  A: -6 | B: -2 | C: 4 | D: -4 | E: 6 | F: -17 | G: 10 | H: 13
[39] O=C(Cc1ccccc1)N[C@@H](Cc1ccc(O)cc1)C(=O)O
  A: 0 | B: / | C: / | D: 15 | E: 22 | F: -31 | G: / | H: /
[40] CCOC(=O)c1ccc(S(=O)(=O)NCC(C)(C)N2CCOCC2)cc1
  A: -13 | B: -6 | C: -6 | D: -7 | E: -11 | F: 9 | G: 4 | H: -3
[41] CC(C(=O)Nc1nnc(C2CC2)s1)N1C(=O)C2CC=CCC2C1=O (stereo not drawn)
  A: -5 | B: -4 | C: 1 | D: -21 | E: -22 | F: -16 | G: -8 | H: -4
[42] C[C@H](CO)N1C[C@H](C)[C@@H](CN(C)S(C)(=O)=O)Oc2ccc(NC(=O)CCC(F)(F)F)cc2C1=O
  A: -13 | B: 14 | C: -11 | D: 5 | E: 9 | F: 9 | G: -1 | H: 0
[43] COCCN(C(=O)CNC(=O)c1ccco1)C(C(=O)NC1CCCCC1)c1cccnc1 (stereo not drawn)
  A: -5 | B: 2 | C: -15 | D: 8 | E: 2 | F: -26 | G: -5 | H: -1
[44] Cc1noc(C)c1C(=O)Nc1nnc(CC(C)C)s1
  A: 14 | B: 9 | C: -1 | D: 1 | E: -8 | F: 0 | G: -11 | H: 3
[45] CCCn1cc(S(=O)(=O)CC(=O)Nc2ccc(OCC)cc2)c2ccccc21
  A: -4 | B: -11 | C: 7 | D: -61 | E: -18 | F: 26 | G: -8 | H: -4
[46] CCS/C(N)=N/N=C/c1cc(C)ccc1O
  A: -3 | B: 3 | C: -3 | D: -57 | E: -57 | F: 7 | G: -4 | H: 0
[47] CC(C)(C)C1CCC(=NNC(=O)c2ccc(Br)o2)CC1 (stereo not drawn)
  A: -7 | B: -5 | C: 1 | D: -8 | E: -6 | F: -18 | G: -9 | H: -5
[48] COc1nc(Nc2nc3ccccc3c(=O)[nH]2)nc2ccc(C)cc12
  A: -7 | B: 5 | C: 63* | D: 30 | E: 81* | F: -9 | G: 3 | H: -12

Another view of ten compounds above.
Screens in order: UBC13 polyUb	CCR6 antagonist	Gli-Sufu antag	697 NFkB inh	Jurkat NFkB inh	APJ antag	EBI2 antag	CXCR6 block
34: O=C(c1ccco1)N1CCc2ccccc21
 : 1	4	-43	-29	-27	6	-10	2
35: CCS(=O)(=O)N1Cc2ccccc2CC1C(=O)NCCc1c[nH]c2ccccc12 (stereo not drawn)
 : -8	5	-23	19	-9	0	44*	16
36: O=C1CC2(CCN(C(=O)c3c(F)cccc3F)CC2)Oc2ccccc21
 : -3	8	8	-41	-2	11	-7	4
37: CN(C)c1ccc(/C=N/n2cnn(Cc3ccccc3Cl)c2=S)cc1
 : 1	22	-17	1	-4	13	-2	-10
38: CC(=O)Nc1cccc(Oc2ncnc3scc(-c4ccc(C)cc4)c23)c1
 : -6	-2	4	-4	6	-17	10	13
39: O=C(Cc1ccccc1)N[C@@H](Cc1ccc(O)cc1)C(=O)O
 : 0	/	/	15	22	-31	/	/
40: CCOC(=O)c1ccc(S(=O)(=O)NCC(C)(C)N2CCOCC2)cc1
 : -13	-6	-6	-7	-11	9	4	-3
41: CC(C(=O)Nc1nnc(C2CC2)s1)N1C(=O)C2CC=CCC2C1=O (stereo not drawn)
 : -5	-4	1	-21	-22	-16	-8	-4
42: C[C@H](CO)N1C[C@H](C)[C@@H](CN(C)S(C)(=O)=O)Oc2ccc(NC(=O)CCC(F)(F)F)cc2C1=O
 : -13	14	-11	5	9	9	-1	0
43: COCCN(C(=O)CNC(=O)c1ccco1)C(C(=O)NC1CCCCC1)c1cccnc1 (stereo not drawn)
 : -5	2	-15	8	2	-26	-5	-1

Compound activity: PubChem BioAssay, Sanford-Burnham Center for Chemical Genomics

Rows are unselected; about 3% have a hit in one of these screens.
